beta cell repl = induces beta-cell replication in MIN6 cells; MIN6 cells proliferation, ATPlite luminescence, 48 h; cells starved in 0.2% serum; 100% = growth in 10% serum; proliferation, % at 10 µM; 330,000 tested, 0.29% active; AID 2380;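 active = compounds whose signal lies at least 3.5 SD above the mean of all wells on their plate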;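 note: 0% = DMSO-treated cells in low-serum medium and 100% = 10% serum control; some compounds called inactive have numbers as strong as hits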
MPTP inh = blocks calcium-induced mitochondrial swelling; isolated mouse mitochondria, Ca2+ swelling absorbance, 30 min; inhibition, % at 10 µM; 360,000 tested, 1.4% active;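 active = inhibition of 50% or more, scaled per plate between neutral and stimulator controls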;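 note: 0% = DMSO wells given calcium and 100% = 1 mM EGTA wells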
APJ antagonist = blocks the human apelin receptor APJ; AID 2521; inhibition, % at 20 µM; CHO-K1 APJ beta-arrestin complementation, luminescence; 330,000 tested, 0.32% active;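 active = inhibition above about 40% at 20 µM, limit read from the data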;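 note: cells challenged with 10 nM apelin-13 agonist together with compound; plate controls were apelin-13 plus DMSO wells for no effect and DMSO wells lacking apelin-13 for full effect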
Target sequence (P35414 whole entry, looked up): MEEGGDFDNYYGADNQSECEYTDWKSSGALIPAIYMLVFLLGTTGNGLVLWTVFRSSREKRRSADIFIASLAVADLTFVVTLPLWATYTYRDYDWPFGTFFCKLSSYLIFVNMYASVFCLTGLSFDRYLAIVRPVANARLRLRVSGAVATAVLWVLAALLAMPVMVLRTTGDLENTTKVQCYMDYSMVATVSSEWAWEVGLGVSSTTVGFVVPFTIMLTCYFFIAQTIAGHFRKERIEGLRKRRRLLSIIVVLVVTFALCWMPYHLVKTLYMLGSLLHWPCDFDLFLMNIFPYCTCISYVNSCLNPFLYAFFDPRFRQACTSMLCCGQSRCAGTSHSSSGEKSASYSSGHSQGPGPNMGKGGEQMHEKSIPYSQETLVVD
NALP3 yeast inh = blocks the NALP3 inflammasome reconstituted in yeast; inhibition, % at 10 µM; 330,000 tested, 0.39% active; Yeast reconstituted NLRP3/ASC/caspase-1, beta-gal luminescence, 24 h; AID 2825;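 active = inhibition of 50% or more; inactive = inhibition below 50%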;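 note: plate controls were induced DMSO wells for no effect and uninduced yeast grown without galactose for full effect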
GRIN3A LBD mod = modulators (binders) of human NR3A ligand-binding domain | 340,000 tested, 2.5% active | Tm shift relative to glycine control, % at 25 µM | NR3A LBD differential scanning fluorimetry, Tm shift; 0% = protein alone, 100% = glycine-bound protein | AID 1259313;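 active = melting temperature shift of at least 10% of the positive control shift, at one fixed dose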
APJ agonist = APJ receptor agonism. P35414. activation, % at 20 µM. CHO-K1 APJ PathHunter beta-arrestin, luminescence; 0% DMSO wells, 100% apelin. 330,000 tested, 0.11% active;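 active = activation more than six SD over the plate average, tested at 20 µM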;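 note: 0% = DMSO alone and 100% = apelin-13 at 10 nM; some results filed as inactive read as strong as hits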
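assay system = CHO-K1 APJ beta-arrestin complementation cell line | input = cell density 1000 per well | dosing = compound 20 µM once, DMSO 1% | timing = compound 90 min 25 °C, reagent 1 h | measured by = luminescence from split beta-galactosidase complementation, Galacton Star/Emerald II substrate | read-out basis = APJ agonist activity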
tim10-1 inh = inhibits growth of tim10-1 mutant yeast. S. cerevisiae tim10-1 ts strain growth, BacTiter-Glo, 24 h. inhibition, % at 20 µM. 330,000 tested, 2.2% active. AID 463190;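 active = inhibition of at least 40%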;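 note: mutant grown at 25 °C; 0% = DMSO wells with yeast and 100% = wells holding no yeast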
TIM10 inh = inhibits growth of TIM10 yeast strain | S. cerevisiae TIM10 strain growth, BacTiter-Glo luminescence, 24 h | inhibition, % at 10 µM | 330,000 tested, 1.4% active | AID 463195;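 active = inhibition of 40% or more at the single tested concentration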;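 note: wild-type TIM10 isogenic control strain grown at permissive 25 °C; 0% = DMSO yeast wells and 100% = minimal medium wells without yeast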
tim23-1 inh = tim23-1 yeast growth inhibition | 330,000 tested, 1.3% active | inhibition, % at 20 µM | S. cerevisiae tim23-1 growth, BacTiter-Glo luminescence, 24 h | AID 463212;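 active = growth inhibition of the mutant yeast at or above 50%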;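 note: temperature-sensitive mutant grown at 25 °C; plate controls were DMSO-treated mutant yeast for no effect and medium wells lacking yeast for full effect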
Active calls of the source: *.

1	O=C(O)CCN1C(=O)c2ccc(NC(=O)CSCc3ccccc3)cc2C1=O
2	CCOC(=O)CC1CCCCN1C(=O)CCCn1nnnc1CN1CCOCC1 (stereo unspecified)
3	COc1ccccc1CC(=O)NCCc1ccc(S(N)(=O)=O)cc1
4	CCC(=O)Nc1nnc(S(=O)(=O)N2CCc3ccccc32)s1
5	CC(=O)Nc1ccccc1C(F)(F)F
6	CN(Cc1cnccn1)C(=O)CC1C(=O)NCCN1Cc1ccc(F)cc1Cl (stereo unspecified)

assay / compound,1,2,3,4,5,6
beta cell repl,-1,-4,-3,-3,-3,-4
MPTP inh,-2.7,0.2,-1.2,-0.2,-1.0,-0.2
APJ antagonist,-39,7,13,-8,-7,-46
NALP3 yeast inh,14,9,-5,21,1,8
GRIN3A LBD mod,2,-1,1,0,-1,2
APJ agonist,-1,0,-3,-2,0,1
tim10-1 inh,1,-8,10,49*,4,-18
TIM10 inh,6,5,8,1,6,10
tim23-1 inh,24,-4,15,7,15,3

7	CCOC(=O)c1c(S(=O)(=O)NCC(C)c2ccccc2)c(C)n(C)c1C (stereo unspecified)
8	Cc1cc[n+](-c2[nH]c(=O)sc2/C=N/N=C(\[O-])c2ccncc2)cc1C
9	CCNC(=O)NC(=O)C(C)Sc1ccc2c(c1)OCCO2 (stereo unspecified)
10	COc1ccc(OC)c(S(=O)(=O)Nc2cccc(F)c2)c1
11	Cc1ccn2c(NC3CCCCC3)c(C(C)C)nc2c1
12	COC(=O)c1ccc(C(=O)OCc2nc3cc4ccccc4cc3[nH]2)cc1

assay / compound,7,8,9,10,11,12
beta cell repl,4,0,1,1,0,0
MPTP inh,-1.0,-0.4,8.6,-3.6,-1.0,-4.0
APJ antagonist,-36,6,7,0,-2,7
NALP3 yeast inh,8,13,0,-8,12,15
GRIN3A LBD mod,1,-3,0,0,0,0
APJ agonist,4,-5,-3,-2,-6,-4
tim10-1 inh,14,8,5,-7,7,-43
TIM10 inh,11,9,5,8,2,-74
tim23-1 inh,21,0,22,9,21,-84

13	COc1ccc(NC2CCCN(C(=O)Cn3ccc(C)n3)C2)cc1OC (stereo unspecified)
14	COc1cc2oc3ccccc3c2cc1N(CC(=O)N1CCCCC1)S(=O)(=O)c1ccc(C)cc1
15	CCOc1ccc2[nH]c(=O)c(C(c3nnnn3CCOC)N3CCOCC3)cc2c1 (stereo unspecified)
16	CCN1CCC2(CCN(Cc3cn[nH]c3-c3ccc(OC)c(F)c3)C2)C1 (stereo unspecified)
17	CSCC[C@H](N)C(=O)NCC1CCC(C(=O)Nc2ccc3c(c2)OCO3)CC1 (stereo partly specified)
18	CC(=O)COC(=O)CNC(=O)c1ccc(Br)cc1

assay / compound,13,14,15,16,17,18
beta cell repl,1,-4,1,-4,-3,1
MPTP inh,-0.9,-0.6,-1.4,-0.8,-0.2,-0.2
APJ antagonist,-18,18,4,8,5,5
NALP3 yeast inh,-4,12,28,4,-1,5
GRIN3A LBD mod,0,8,1,0,0,-3
APJ agonist,6,-1,-1,-2,-3,-4
tim10-1 inh,-1,20,-10,13,0,-5
TIM10 inh,-6,20,-3,4,4,9
tim23-1 inh,-3,16,-4,-4,13,9

19	COc1ccccc1Oc1ncnc2sccc12
20	O=C(CSc1nnc(-c2ccccc2O)o1)NC1CCCCC1
21	COc1ccc(OCCCC(=O)Nc2cccc(C(C)=O)c2)cc1
22	CSCCC1NC(=O)N(CC(=O)Nc2cccc(S(=O)(=O)N3CCCCCC3)c2)C1=O (stereo unspecified)
23	COc1ccc(CNC(=O)Nc2ccc([N+](=O)[O-])cc2)cc1
24	Cc1noc(C)c1CN(C(=S)NC1CC2CCC1C2)c1ccccc1 (stereo unspecified)

assay / compound,19,20,21,22,23,24
beta cell repl,-2,2,2,-5,-2,0
MPTP inh,-0.1,-1.6,2.6,1.2,99*,-0.2
APJ antagonist,-4,12,18,-4,14,-8
NALP3 yeast inh,-53,35,15,4,16,5
GRIN3A LBD mod,-1,-2,-3,-1,-16,0
APJ agonist,0,-1,-3,0,4,-1
tim10-1 inh,5,20,7,10,-8,27
TIM10 inh,-15,18,3,-4,-11,28
tim23-1 inh,23,26,9,9,12,41

Reprinted at random: two records from the list
24	Cc1noc(C)c1CN(C(=S)NC1CC2CCC1C2)c1ccccc1 (stereo unspecified)
19	COc1ccccc1Oc1ncnc2sccc12

assay / compound,24,19
beta cell repl,0,-2
MPTP inh,-0.2,-0.1
APJ antagonist,-8,-4
NALP3 yeast inh,5,-53
GRIN3A LBD mod,0,-1
APJ agonist,-1,0
tim10-1 inh,27,5
TIM10 inh,28,-15
tim23-1 inh,41,23

Later entries
25	CCOC(=O)COc1ccc(S(=O)(=O)NCc2ccco2)cc1
26	CN1C(=O)C2CN(CCc3ccccc3)CNC2N(C)C1=O (stereo unspecified)
27	CC(C)Oc1ccc(S(=O)(=O)N2CCOCC2)cc1NC(=O)Cc1cccs1
28	COc1ccc2[nH]cc(CCn3ccc(O)c(C/C=C/c4ccccc4)c3=O)c2c1
29	COc1ccccc1C(=O)COC(=O)/C(=C/c1ccccc1)NC(C)=O
30	O=C(CNC(=O)c1ccccc1F)OCc1nc2ccc(Cl)cc2n1CCO

assay / compound,25,26,27,28,29,30
beta cell repl,-1,0,1,1,0,1
MPTP inh,-1.6,2.7,0.9,1.0,-1.0,-1.1
APJ antagonist,-1,11,-19,-13,3,24
NALP3 yeast inh,7,4,9,10,17,9
GRIN3A LBD mod,4,2,0,13*,-3,2
APJ agonist,-1,2,-2,0,-3,-3
tim10-1 inh,-14,7,4,10,13,-10
TIM10 inh,-5,15,-2,2,4,2
tim23-1 inh,1,18,-2,15,20,-5

Single values from the results shown.
Entry of cpd 30 in beta cell repl: 1
Entry of cpd 27 in tim23-1 inh: -2
Entry of cpd 29 in NALP3 yeast inh: 17
Entry of cpd 28 in tim23-1 inh: 15

More compounds:
31	O=S(=O)(Nc1cccc2ccccc12)c1cccs1
32	Cc1nn(-c2cccc(C(F)(F)F)c2)c(=O)c2ccccc12
33	Nc1c2c(nc3sc4c(c13)CCCC4)CCCCCC2
34	COc1ccc(C)cc1N(CC(=O)Nc1cccnc1)S(=O)(=O)c1ccc(C)cc1
35	CCc1nc(Nc2ccccc2OC)c2oc3ccccc3c2n1
36	COc1ccc(C(=O)O)cc1S(=O)(=O)Nc1ccc(Oc2ccccc2)cc1

assay / compound,31,32,33,34,35,36
beta cell repl,2,-2,-2,-2,-1,-2
MPTP inh,-0.8,0.9,86*,0.6,0.5,-3.0
APJ antagonist,13,-17,-6,-10,12,9
NALP3 yeast inh,-17,20,25,-2,-9,8
GRIN3A LBD mod,1,-1,-1,1,-1,0
APJ agonist,6,-2,-1,-3,-5,-2
tim10-1 inh,29,10,20,9,42*,-3
TIM10 inh,23,-4,22,13,16,3
tim23-1 inh,24,33,2,28,36,-4

37	Cc1ccc(C2NC(=S)NC3=C2C(=O)CC(C)(C)C3)cc1 (stereo unspecified)
38	O=C(CCn1c(=O)oc2ccccc21)N1CCc2ccccc21
39	Cc1ccc(CC(=O)Nc2ccncc2)cc1
40	C=CCn1c(SCc2cc([N+](=O)[O-])cc3c2OCOC3)nc2cc(C(=O)O)ccc2c1=O
41	O=c1c([N+](=O)[O-])c(N2CCOCC2)c2ccccc2n1Cc1ccccc1
42	O=C(O)CC1SC(=Nc2cccc(C(F)(F)F)c2)NC1=O (stereo unspecified)

assay / compound,37,38,39,40,41,42
beta cell repl,0,1,-3,-1,1,1
MPTP inh,-0.1,-1.5,84*,0.2,-3.0,10
APJ antagonist,14,6,9,-14,13,15
NALP3 yeast inh,19,14,2,10,16,9
GRIN3A LBD mod,2,-4,-1,0,2,1
APJ agonist,0,-6,2,-8,-2,-4
tim10-1 inh,8,7,12,-9,18,7
TIM10 inh,11,1,7,-2,13,-8
tim23-1 inh,8,-5,-3,13,-2,-1

Marked active in tim10-1 inh (from the list above):
entry | Compound | MPTP inh | APJ antagonist | NALP3 yeast inh | GRIN3A LBD mod | APJ agonist | tim10-1 inh | TIM10 inh
4 | CCC(=O)Nc1nnc(S(=O)(=O)N2CCc3ccccc32)s1 | -0.2 | -8 | 21 | 0 | -2 | 49* | 1
35 | CCc1nc(Nc2ccccc2OC)c2oc3ccccc3c2n1 | 0.5 | 12 | -9 | -1 | -5 | 42* | 16

The list continues.
43	O=C(N/N=C/c1cccc2ccccc12)c1cc(C2CC2)[nH]n1
44	CCCOc1ccc(-c2c(C(=O)N/N=C/c3ccccc3OCC)nnn2-c2nonc2N)cc1
45	CCCCCC1CC(CC(=O)O)C(=O)O1 (stereo unspecified)
46	Cc1nc(-c2ccc(O)c(O)c2)cs1
47	CN(C)CCOC(=O)CC12CC3CC(C1)CC(CC(=O)OCCN(C)C)(C3)C2
48	O=C(O)c1ccc(Nc2nc(-c3cccnc3)cs2)cc1O

assay / compound,43,44,45,46,47,48
beta cell repl,1,7,3,-6,1,-4
MPTP inh,-1.3,0.5,0.5,-0.7,4.5,0.5
APJ antagonist,16,-5,3,-17,-32,-5
NALP3 yeast inh,14,-5,2,9,16,0
GRIN3A LBD mod,-1,0,1,1,1,-3
APJ agonist,4,4,5,1,0,-1
tim10-1 inh,-5,-9,5,1,-7,5
TIM10 inh,-2,10,-9,2,-5,5
tim23-1 inh,5,-1,13,9,6,1

49	COC(=O)c1cc(C(=O)OCC(=O)NC2CCS(=O)(=O)C2)cc([N+](=O)[O-])c1 (stereo unspecified)
50	Cc1cc(C)cc(N2C(=O)CC(n3ccnc3)C2=O)c1 (stereo unspecified)
51	Cc1c(C(=O)OCC(=O)N2CC(C)OC(C)C2)oc2ccc(Br)cc12 (stereo unspecified)
52	O=C(CSc1nc2c(cnn2-c2ccccc2)c(=O)[nH]1)NC1CCS(=O)(=O)C1 (stereo unspecified)
53	N#CC1=C(N)N(c2ccccc2)C2=C(C(=O)CCC2)C1c1ccsc1 (stereo unspecified)

assay / compound,49,50,51,52,53
beta cell repl,-4,3,2,-2,-5
MPTP inh,-0.9,-0.4,1.2,-0.1,1.5
APJ antagonist,-17,-16,-11,6,-4
NALP3 yeast inh,-10,11,0,1,8
GRIN3A LBD mod,0,-1,-4,-1,-4
APJ agonist,2,-2,-1,-2,0
tim10-1 inh,-5,-15,16,21,18
TIM10 inh,-18,-3,25,1,3
tim23-1 inh,5,-8,21,7,19

Bioassay records from PubChem.
